BRCA1 expr up = increases BRCA1 expression. AID 624202. actives 1.1% (n = 380,000). Potency, µM (top dose mostly 46.1 µM), without a hit: at the top dose activation, most hits filed as activators. MCF7-BRCA1-FFLuc reporter, luminescence, 48 h; response scale: scaled: vehicle 0%, 10 µM genistein 100%; note: potency is the fitted concentration of half-maximal effect; nearly all actives have a fitted effect of over 80% in size; some results filed as inactive show a strong effect at the top dose
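Luminescence from a BRCA1-driven firefly luciferase in MCF7 cells was the read-out, taken 15 min after substrate addition following 48 h compound exposure at 37 °C. Data were normalized to a 10 microM genistein control and DMSO vehicle.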
FLuc modulator = firefly luciferase modulation, counter-screen for miR-21 project; P08659; purified FLuc, Km substrates, luminescence inhibition; Potency, µM (titrated, usually from 57.5 µM), for inactives: at the top dose activity change, negative = inhibition, most hits filed as inhibitors; actives 6.9% (n = 360,000); AID 588342;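 note: potency is the fitted concentration of half-maximal effect; plate controls were vehicle for no effect and reference inhibitor for full effect; nearly all actives have a fitted effect of over 55% in size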
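Biochemical qHTS of compounds, final roughly 60 µM downward over six points, against 10 nM purified firefly luciferase using Km concentrations of substrates (10 uM D-luciferin, 10 uM ATP) in Tris acetate pH 7.5 buffer; luminescence output.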
Rab9 prom act = activators of Rab9 promoter; Huh7 Rab9 promoter-luciferase reporter, luminescence, 24 h; Potency, µM (series often up to 9.22 µM), inactives show at the top dose activation, negative = inhibition, hits mostly activators; actives 2.8% (n = 320,000); note: potency is the fitted concentration of half-maximal effect; % of control where 0% means no effect; nearly all actives have a fitted effect of over 60% in size
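Quantitative HTS format; Huh7 Rab9-luciferase reporter cells (1500/well) receive compound 2 h post-plating, incubate 24 h at 37 °C, then get luciferase reagent for 10 min before luminescence reading.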
NPC1 promoter act = activates the NPC1 promoter; Potency, µM (top dose mostly 9.22 µM), inactives show top-dose activation, most hits filed as activators; Huh7 NPC1 promoter luciferase reporter, 24 h; actives 2.4% (n = 320,000);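 note: potency is the fitted concentration of half-maximal effect; % of control where 0% means no effect; nearly all actives have a fitted effect of over 60% in size; reporter is driven by a mutant NPC1 promoter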
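Stable NPC1-promoter luciferase Huh7 line; cpd (DMSO) 24 h, 37 °C, 5% CO2; Amplite luciferase reagent 10 min RT; luminescence readout. qHTS format.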
ELG1 genotoxic = inducers of genotoxicity in HEK293T ELG1-luciferase cells. AID 504466. actives 1.3% (n = 330,000). Potency, µM (titrated, usually from 46 µM), for inactives: at the highest dose activity change, positive = activation, most hits filed as activators. HEK293T ELG1-luciferase reporter, luminescence, 16 h; note: potency is the fitted concentration of half-maximal effect; % of control where 0% means no effect; nearly all actives have a fitted effect of over 60% in size
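Step 1: seed 2,000 HEK293T ELG1-luciferase cells per well. Step 2: add compound or DMSO, incubate 16 hr at 37 °C. Step 3: ONE-Glo, 30 min at room temperature, read luminescence.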
Tb PFK block = inhibitors of T. brucei phosphofructokinase. O15648. T. brucei PFK, ADP-Glo luminescence. Potency, µM (top dose mostly 57.5 µM), without a hit: top-dose activity, negative = inhibition, usual class: inhibitors. actives 0.17% (n = 330,000);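 note: potency is the fitted concentration of half-maximal effect; 0% = uninhibited 1x PFK enzyme wells and -100% = no-enzyme wells; nearly all actives have a fitted effect of over 60% in size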
Target sequence (O15648 whole entry, looked up): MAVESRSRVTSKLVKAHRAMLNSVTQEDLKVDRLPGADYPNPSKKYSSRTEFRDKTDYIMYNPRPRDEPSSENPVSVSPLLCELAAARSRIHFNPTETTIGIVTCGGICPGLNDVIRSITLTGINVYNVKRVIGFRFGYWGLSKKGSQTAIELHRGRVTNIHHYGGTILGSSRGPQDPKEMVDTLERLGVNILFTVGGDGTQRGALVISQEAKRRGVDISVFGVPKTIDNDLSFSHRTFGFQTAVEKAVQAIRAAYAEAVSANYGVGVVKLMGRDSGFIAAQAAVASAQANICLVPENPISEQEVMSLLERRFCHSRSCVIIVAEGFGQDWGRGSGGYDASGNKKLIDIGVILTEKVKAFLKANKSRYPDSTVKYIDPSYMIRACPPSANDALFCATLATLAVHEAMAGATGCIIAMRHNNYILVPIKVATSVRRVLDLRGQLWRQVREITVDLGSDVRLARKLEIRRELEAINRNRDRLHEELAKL
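1.25 nM PFK with 0.5 mM F6P and 0.1 mM ATP in 0.1 M TEA pH 8.0, 5 mM MgCl2, incubated 45 min at room temperature; ADP measured by ADP-Glo luminescence; compounds titrated up to 57 uM.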
ELG1 DNA repair = blocks ELG1-dependent DNA repair in HEK293T cells; HEK293T ELG1-luciferase reporter, luminescence, 16 h; DNA damage induced by 5-fluorouridine; actives 2.3% (n = 330,000); AID 504467; Potency, µM (highest dose often 46.1 µM), for inactives: at the top dose activity change, negative = inhibition, most hits filed as inhibitors; note: potency is the fitted concentration of half-maximal effect; % is set by controls: 0 for no effect and ±100 for the full control effect; nearly all actives have a fitted effect of over 55% in size
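Reporter activity after DNA damage by 5-fluorouridine is monitored. Compound-treated cells incubate 16 hr at 37 °C, then ONE-Glo is added for 30 min before luminescence reading.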
TRPV1 agonist = agonists of human vanilloid receptor 1 (TRPV1); activation, % at 8.33 µM; TRPV1-expressing cells, Fluo-8 calcium influx, agonist mode; actives 0.19% (n = 320,000); in the data active = activation above about 80%; inconclusive = between about 30% and that limit; note: 0% is about no effect
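Fluo-8 calcium influx in TRPV1-expressing cells, kinetic read (ex 480/em 520 nm). Compound added and read 3 min for agonist activity, followed by capsaicin at EC20 final and 2 min further read for enhancement.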
p53 reactivator = mutant p53 re-activation in reporter cells. H1299 p53-A138V BP100-luciferase reporter, luminescence, 24 h. Potency, µM (doses to about 92.2 µM), for the others: at the top dose activity change, positive = activation, hits mostly activators. actives 0.063% (n = 320,000); note: potency is the fitted concentration of half-maximal effect; % of control where 0% means no effect; nearly all actives have a fitted effect of over 45% in size
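H1299 (p53-null), stable ts p53-A138V + BP100-Luc; 1000 cells/well, Opti-MEM/10% FBS; cpd 4 pt, 1:5; 24 h, 37 deg C, 5% CO2; detection reagent 10 min RT; luminescence.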
Gal4-VP16 FLuc = Gal4-VP16 reporter inhibition counter-screen. Drosophila S2 Gal4-VP16 UAS-luciferase, luminescence, 20 h. Potency, µM (titrated, usually from 53.6 µM), for inactives: at the highest dose activity, negative = inhibition, most hits filed as inhibitors. actives 3.5% (n = 310,000). AID 2546;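 note: Gal4-VP16 expression switched on by copper sulfate through the metallothionein promoter; potency is the fitted concentration of half-maximal effect; % is set by controls: 0 for no effect and ±100 for the full control effect; nearly all actives have a fitted effect of over 50% in size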
RORg inh = ROR gamma (mouse) transcription inhibition | AID 2551 | Drosophila S2 Gal4-RORgamma UAS-luciferase reporter, 20 h | Potency, µM (top dose mostly 53.6 µM), for the others: at the highest dose activity change, negative = inhibition, most hits filed as inhibitors | actives 5.4% (n = 310,000) | P51450; note: potency is the fitted concentration of half-maximal effect; % is set by controls: 0 for no effect and ±100 for the full control effect; nearly all actives have a fitted effect of over 60% in size
Target sequence (P51450 whole entry, looked up, the tested form may be a part): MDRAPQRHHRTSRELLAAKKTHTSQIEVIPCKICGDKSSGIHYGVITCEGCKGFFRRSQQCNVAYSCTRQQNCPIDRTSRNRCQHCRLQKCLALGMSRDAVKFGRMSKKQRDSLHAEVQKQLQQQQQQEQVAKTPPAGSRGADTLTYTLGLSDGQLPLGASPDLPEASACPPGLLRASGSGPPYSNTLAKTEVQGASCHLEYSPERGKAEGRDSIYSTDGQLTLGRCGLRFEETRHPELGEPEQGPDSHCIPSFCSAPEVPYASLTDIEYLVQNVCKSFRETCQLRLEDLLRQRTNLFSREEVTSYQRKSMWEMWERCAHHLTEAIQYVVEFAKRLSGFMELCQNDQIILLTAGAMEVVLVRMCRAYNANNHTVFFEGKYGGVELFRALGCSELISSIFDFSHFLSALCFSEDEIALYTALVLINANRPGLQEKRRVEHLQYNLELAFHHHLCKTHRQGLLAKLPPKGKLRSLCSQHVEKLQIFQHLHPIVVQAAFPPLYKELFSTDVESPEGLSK
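Drosophila S2 cells stably expressing Gal4-DBD/mouse RORγ fusion under metallothionein promoter plus UAS-luciferase; compound 1 h, then 700 uM CuSO4 induction for 20 h at ambient temperature; inhibition read as reduced luminescence.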
* = called active by the depositor; u = inconclusive; x = no result given; [ ] = another dose, or the depositor's remark. Unless noted, calls come from the whole dose curve; as a rule, active = well fitted curve in the direction sought with a large enough effect; inconclusive = small, poorly fitted or top-dose-only effect, or another doubt; inactive = no such curve, though single readings can be large; an effect the other way counts as inactive or inconclusive.

SMILES	BRCA1 expr up	FLuc modulator	Rab9 prom act	NPC1 promoter act	ELG1 genotoxic	Tb PFK block	ELG1 DNA repair	TRPV1 agonist	p53 reactivator	Gal4-VP16 FLuc	RORg inh
CC1CCN(S(=O)(=O)c2cn(CC(=O)N3CCN(c4cccc(C(F)(F)F)c4)CC3)cn2)CC1	-27%	0%	-12%	-14%	-10%	-8%	u	1	-4%	-2%	u
CC1CC(C)CN(CCCNC(=O)C2CCC(=O)N2C2CCCC2)C1 (stereo not given)	19%	-2%	-1%	2%	1%	1%	1%	9	2%	2%	-8%
CCN(CCCNC(=O)CCNC(=O)Cn1ccc2ccccc2c1=O)c1ccccc1	0%	1%	-11%	3%	-3%	-7%	0%	-2	-8%	-4%	-1%
Cc1[nH]c2ccccc2c1C(=O)CSc1nncn1C	0%	-11%	11%	-1%	2%	0%	20%	3	1%	2%	36%
O=C(Cc1ccc(Cl)cc1)N/N=C/c1ccncc1	-1%	-1%	-2%	-6%	-1%	u	3%	-4	5%	-19%	24%
CCc1ccc(C(=O)COC(=O)c2cccc(N3C(=O)c4c(C)nc5ccccc5c4C3=O)c2)cc1	-23%	1.7µM*	26%	u	0%	-2%	u	5	4%	-27%	-28%
COc1ccc(O)c(/C=N/NC(=S)Nc2cccnc2)c1	-9%	9.5µM*	-7%	12%	18%	-3%	u	4	-1%	-23%	6.3µM*
CSC(=S)N/N=C(\C)c1ccc(Br)cc1	-59%	u	-2%	0%	-8%	-3%	14%	-2	u	-11%	1%
CN(C)C=Nc1ccc(Cl)c(Cl)c1	-15%	-13%	-5%	-2%	2%	27µM*	6%	4	0%	-7%	12%
OC(c1cccc(Cl)c1)c1nccc2ccccc12 (stereo not given)	-16%	0%	-5%	-4%	-1%	-25%	0%	-1	x	u	-6%[1.91 µM]
O=C(COc1ccccc1)NC1CCN(Cc2ccccc2)CC1	-21%	-1%	-4%	-3%	-5%	-4%	0%	-1	-6%	-3%	0%
Cc1cc(C)cc(NC(=O)COC(=O)CN=C2NS(=O)(=O)c3ccccc32)c1	1%	-6%	-9%	-5%	1%	0%	11%	-2	3%	-7%	6%
CC1(C)Cc2c(sc3nc(-c4ccccc4)n(N)c(=O)c23)CO1	43%	u	14%	17%	1%	-3%	2%	4	6%	-2%	-15%
COc1cccc(CNC(=O)c2ccc(S(=O)(=O)N3CCCC3)cc2)c1	0%	-1%	0%	1%	-6%	3%	0%	u	-1%	2%	9%
Cc1ccc(C(=O)OC(C(=O)Nc2ccc(Cl)cc2C(F)(F)F)c2ccccc2)cc1 (stereo not given)	-32%	4%	-3%	-1%	0%	-5%	-8%	5	4%	-2%	1%
Cc1[nH]n(-c2ccccc2)c(=O)c1N=Nc1nccs1	-57%	19µM*	10%	19%	6%	-2%	u	-1	u	5.6µM*	5.6µM*
Cc1cccc(C)c1NC(=O)C(=O)NCCc1c[nH]c2ccccc12	-14%	5%	-7%	-8%	-9%	-6%	x	5	-4%	4%	7%
CC(C)C(=O)NC(NC(=S)Nc1cccc2cccnc12)C(Cl)(Cl)Cl (stereo not given)	-6%	-7%	-2%	-4%	-1%	-3%	-25%	-1	-3%	-4%	-42%
Cc1noc(C)c1CSCC(=O)NCCN1C(=O)S/C(=C\c2ccccc2F)C1=O	2%	-8%	-3%	-2%	-1%	0%	-12%	4	0%	x	x
O=C(Cc1ccc(F)cc1)Nc1ccccc1N1CCCC1	-3%	4%	1%	-5%	6%	3%	1%	-5	-10%	2%	10%
C=CCOc1ccc(C=NNc2ccc(S(=O)(=O)Nc3ccccc3C(=O)O)cc2[N+](=O)[O-])cc1OC	3%	x	x	x	5%	u	0%	x	6%	x	x
CCCn1c(SCC(=O)NC(C)C)nc2sc3c(c2c1=O)CCC3	-22%	3%	-9%	2%	-11%	0%	-15%	u	2%	-13%	5%
Cc1nc(N2CCN(Cc3ccccc3)CC2)nc2c1C(=O)CC(c1ccco1)C2 (stereo not given)	-36%	-23%	-1%	-1%	-11%	-7%	-9%	-1	6%	3%	-34%
O=C(Nc1ccncc1NC(=O)c1cccc([N+](=O)[O-])c1)c1cccc([N+](=O)[O-])c1	-27%	0%	2%	0%	-2%	0%	0%	0	-2%	-13%	-2%
Cc1c(NC(=O)CSc2nc3ccccc3[nH]2)c(=O)n(-c2ccccc2)n1C	-31%	3%	3%	-4%	-4%	-3%	-5%	-2	-2%	-5%	-15%
FC(F)(F)c1cccc(N2CCN(C(=S)NCC3CCCO3)CC2)c1 (stereo not given)	-17%	-4%	-9%	-8%	-3%	-13%	21µM*	u	-3%	u	-40%
CC(NC(=O)COC(=O)C1=COCCO1)C12CC3CC(CC(C3)C1)C2 (stereo not given)	-33%	-1%	-2%	-3%	7%	-1%	11%	10	-3%	2%	-2%
COc1cc(C)nc(N2CCC(C(=O)NCC3CCCO3)CC2)n1 (stereo not given)	-6%	-1%	1%	0%	0%	1%	20%	0	6%	x	x
Cc1ccccc1Cn1nc(C)c(NC(=O)C2(C)CC2(Cl)Cl)c1C (stereo not given)	-18%	0%	-4%	-2%	-3%	6%	-8%	1	-5%	3%	-2%
CCOc1ccc(OCC)c(NC(=O)C2CCCN(S(=O)(=O)c3c(C)n[nH]c3C)C2)c1 (stereo not given)	0%	0%	-6%	0%	-3%	-4%	u	7	-6%	-6%	30%
O=[N+]([O-])c1ccccc1CSc1nnc2ccccn12	u	u	u	u	u	2%	u	2	13%	35%	0%
CCOC(=O)N1CCN(c2cc(=O)n(-c3cccc(Br)c3)c(=O)[nH]2)CC1	-2%	7%	-1%	-4%	-10%	1%	u	-3	1%	-1%	-16%
CCC(=O)c1ccc(OCc2ccc(C(=O)OC)o2)c(OC)c1	96%	-16%	24%	28%	8%	4%	8%	-1	7%	3%	12%
CCn1ncc(C2C(C(=O)Nc3ccc(C)cn3)=C(C)NC3=C2C(=O)CCC3)c1C (stereo not given)	12%	7%	-7%	0%	1%	6%	-3%	-2	6%	8%	-3%
CCCc1cc(C(=O)OCC(=O)N2CCN(c3ccc(OC)cc3)CC2)sc1C	1%	x	9%	2%	-10%	-3%	u	u	-14%	x	x
CCN(CC)CCNC(=O)C1CCC(=O)N1CCc1ccccc1 (stereo not given)	0%	-2%	-1%	1%	0%	0%	-5%	1	1%	-4%	-11%
Cc1ccc(S(=O)(=O)N2CCCC2C(=O)Nc2nc3ccccc3s2)cc1 (stereo not given)	-42%	2%	-4%	-3%	20%	-3%	u	5	0%	x	14%[0.365 µM]
O=C(CCN1C(=O)C2CCCCC2C1=O)Nc1nc2ccc(F)cc2s1 (stereo not given)	33%	0.85µM*	0.4µM*	0.63µM*	u	2%	u	23	u	x	x
O=S(=O)(c1ccc2c(c1)OCCO2)N1CCC(O)(c2ccc(Cl)cc2)CC1	-71%	4%	-8%	-1%	12%	-11%	u	-18	12%	0%	u
Cc1ccc(C(=O)NCCc2ccccn2)cc1S(=O)(=O)N1CCOCC1	11%	3%	14%	u	4%	1%	9%	11	6%	20%	1%
COC(=O)N/N=C/c1cn(CCOc2ccccc2OC)c2ccccc12	-24%	-13%	0%	2%	-8%	2%	-20%	-1	-5%	10%	29%
O=C1CCN(CCc2ccccc2)CCN1[C@H](COc1ccccc1)Cc1ccccc1	-16%	1%	-1%	-3%	-7%	4%	-11%	11	x	-8%	42%
Cc1ccc(S(=O)(=O)c2nc(-c3cccs3)oc2NCc2cccnc2)cc1	-9%	7%	0%	1%	-4%	2%	-19%	9	-3%	4%	7%
Cc1ccc2oc(NC(=O)N3CCOCC3)cc(=O)c2c1	-49%	-5%	2%	3%	-3%	4%	3.5µM*	4	-1%	-1%	-7%
COc1cc(C(=O)Nc2ccc3c(c2)OCO3)c([N+](=O)[O-])cc1OC	-3%	7%	3%	-4%	-5%	-1%	-1%	1	28%	-9%	7%
CC(NC(=O)COC(=O)Cc1ccc(Cl)cc1)c1ccccc1 (stereo not given)	-3%	x	x	x	-1%	-1%	-2%	x	-1%	x	x
O=C(CNCc1ccco1)Nc1cc(S(=O)(=O)N2CCOCC2)ccc1N1CCCC1	4%	-1%	11%	-5%	0%	-3%	11%	-6	-4%	10%	20%
Cc1ccc2[nH]c(C)c(CC(=O)NCc3ccccc3)c2c1	-28%	5%	-4%	-2%	-3%	-1%	-26%	22	x	5%	-1%
